From PubChem
Yeast superoxide = reduction of superoxide in aged yeast, primary screen, HTS. S. cerevisiae aged cells, superoxide DHE fluorescence; active compounds read low. superoxide response (% of plate mean), % at 10 µM. 330,000 compounds, 0.18% hits. AID 2690, 2010;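 active means superoxide response under a set limit, about three screen SD below normal, cut at about 65% in these data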;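 further: yeast aged for seven days with compound at 30 °C before DHE staining; 100% = average MFI of all compound-treated wells on the plate with controls excluded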
GLD-1 RNA inh = GLD-1/TGE RNA complex disruptors, primary screen, biochemical, fluorescence polarization; purified GLD-1 + fluorescein TGE RNA; Female germline-specific tumor suppressor gld-1 (Caenorhabditis elegans), Q17339; 320,000 compounds, 0.44% hits; inhibition, % at 5.96 µM;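 active means percent inhibition above a per-plate cutoff, the plate mean of test compounds plus 3 SD, cut at about 30% in these data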;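 further: 0% = DMSO wells with GLD-1 and probe and 100% = wells lacking GLD-1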
Target sequence (Q17339 whole entry, looked up): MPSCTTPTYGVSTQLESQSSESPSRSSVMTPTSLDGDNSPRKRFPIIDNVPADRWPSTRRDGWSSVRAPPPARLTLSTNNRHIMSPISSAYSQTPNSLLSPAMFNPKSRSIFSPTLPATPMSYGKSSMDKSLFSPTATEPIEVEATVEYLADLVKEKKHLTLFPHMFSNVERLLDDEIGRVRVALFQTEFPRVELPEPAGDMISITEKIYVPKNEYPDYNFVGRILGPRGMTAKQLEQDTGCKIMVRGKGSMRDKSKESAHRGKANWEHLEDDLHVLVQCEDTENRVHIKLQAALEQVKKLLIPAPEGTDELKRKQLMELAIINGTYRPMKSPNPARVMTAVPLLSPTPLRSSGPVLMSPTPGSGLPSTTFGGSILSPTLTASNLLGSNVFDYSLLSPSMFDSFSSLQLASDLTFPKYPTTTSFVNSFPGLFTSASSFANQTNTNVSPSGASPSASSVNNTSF
Efflux pump mplx = inhibitors of Candida efflux pumps in yeast, primary screen, S. cerevisiae, Nile Red, multiplex. inhibition, % at 10 µM. AID 485275, 2010. S. cerevisiae Candida pump triplex. 330,000 compounds, 0.44% hits;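 active means plate passing quality check with inhibition over a set limit, or well fluorescence over plate mean plus 4 SD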;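 further: Nile Red retained in pooled yeast measured as flow cytometry median fluorescence; 0% = buffer negative control and 100% = Enniatin B positive control; higher means more Nile Red kept so more efflux inhibition; some compounds called inactive have numbers as strong as hits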
Active calls of the source: *.

[1] CN(Cc1ccccc1)C(=O)COC(=O)c1ccc[nH]c1=O
[2] O=C(CCCOc1ccccc1)Nc1ccc(Cl)c(S(=O)(=O)N2CCOCC2)c1
[3] CCN1C[C@@H]2[C@@H]3C(=O)N(C)C(=O)[C@@H]3[C@](CC)(C1=O)N2C(=O)c1ccc(C(C)(C)C)cc1
[4] O=C1NC(Cc2ccccc2)c2nc3cc(F)ccc3c(=O)n2-c2ccccc21 (stereo not drawn)
[5] CNC[C@H]1Oc2c(NC(=O)c3ccc(-c4nccs4)cc3)cccc2C(=O)N([C@@H](C)CO)C[C@@H]1C
[6] O=C(COC(=O)Cc1c[nH]c2ccccc12)Nc1cc(S(=O)(=O)N2CCOCC2)ccc1Cl
assay / entry | 1 | 2 | 3 | 4 | 5 | 6
Yeast superoxide | 121 | 129 | 97 | 101 | 104 | 72
GLD-1 RNA inh | 3 | -5 | 0 | 5 | -3 | 0
Efflux pump mplx | 0.0 | 0.4 | -0.1 | -0.2 | -0.3 | -0.1

[7] COc1ccc(C#Cc2c(-c3ccccc3)n(-c3ccccc3)c3ccc(CO)cc23)cc1
[8] C[C@H](CO)N1C[C@H](C)[C@@H](CN(C)C(=O)Nc2ccccc2)Oc2c(NC(=O)Nc3ccc4c(c3)OCO4)cccc2C1=O
[9] CCNC(=O)N(C)C[C@H]1N[C@@](Cc2ccccc2)(C(=O)OC)[C@H]2C(=O)N(C)C(=O)[C@@H]12
[10] C[C@H]1COC(=O)[C@@H](Cc2ccc(F)cc2)CC/C=C/C[C@H](CC(=O)N(CCO)Cc2ccccc2)C(=O)N1
[11] Nc1nc(SCC(=O)Nc2cccc(F)c2)n[nH]1
[12] O=C(COC(=O)C1CC2C=CC1C2)Nc1c(Br)cc([N+](=O)[O-])cc1Br (stereo not drawn)
assay / entry | 7 | 8 | 9 | 10 | 11 | 12
Yeast superoxide | 108 | 112 | 100 | 106 | 102 | 109
GLD-1 RNA inh | 0 | -6 | -2 | 5 | 4 | 2
Efflux pump mplx | 0.0 | -0.3 | -0.2 | -0.3 | 0.0 | 0.1

[13] COc1ccc(S(=O)(=O)N(C)C[C@H]2Oc3ccc(NC(=O)C4CC4)cc3C(=O)N([C@H](C)CO)C[C@@H]2C)cc1
[14] Cc1ccc(N2C(=O)N3[C@@H]4c5ccccc5OC[C@@H]4[C@@H](c4ccccc4)[C@@]3(C)C2=O)cc1
[15] C[C@H](CO)N1C[C@H](C)[C@H](CN(C)C(=O)Nc2ccc(C(F)(F)F)cc2)Oc2c(NC(=O)c3ccncc3)cccc2C1=O
[16] C=CC[C@@H](CC(=O)N(CCO)Cc1ccccc1)C(=O)N[C@H](C)COC(=O)[C@@H](CC=C)Cc1ccc(F)cc1
[17] CCN(C[C@H]1N[C@@](CC)(C(=O)OC)[C@H]2C(=O)N(Cc3ccccc3)C(=O)[C@@H]12)S(=O)(=O)c1ccc(F)cc1
[18] O=C1NC[C@@H](c2ccccc2)OC(=O)[C@@H](Cc2ccc(F)cc2)C/C=C\C[C@@H]1CC(=O)N(CCO)Cc1ccccc1
assay / entry | 13 | 14 | 15 | 16 | 17 | 18
Yeast superoxide | 122 | 100 | 103 | 95 | 96 | 85
GLD-1 RNA inh | -1 | -1 | -6 | -1 | 3 | -1
Efflux pump mplx | -0.4 | -0.3 | -0.4 | 0.0 | 0.0 | 0.0

Complete entries as entered above.
`O=C1NC[C@@H](c2ccccc2)OC(=O)[C@@H](Cc2ccc(F)cc2)C/C=C\C[C@@H]1CC(=O)N(CCO)Cc1ccccc1` is entered as Yeast superoxide: 85; GLD-1 RNA inh: -1; Efflux pump mplx: 0.0
`CCN(C[C@H]1N[C@@](CC)(C(=O)OC)[C@H]2C(=O)N(Cc3ccccc3)C(=O)[C@@H]12)S(=O)(=O)c1ccc(F)cc1` is entered as Yeast superoxide: 96; GLD-1 RNA inh: 3; Efflux pump mplx: 0.0

Remaining list, next part.
[19] Cc1cc2c(c(C)c1CCO)C(=O)[C@H](C)C2
[20] CN(c1ccccc1)S(=O)(=O)c1cccc(C(=O)OCC(=O)Nc2ccc(C(N)=O)cc2)c1
[21] COc1ccc(C(=O)NCC(=O)OCC(=O)NC2CCCCCC2)cc1
[22] O=C(Cn1c(NCCO)nc2ccccc21)Nc1cccc(S(=O)(=O)N2CCCC2)c1
[23] CC1CCC(NC(=O)CN2C(=O)c3ccccc3S2(=O)=O)CC1 (stereo not drawn)
[24] Cc1cc(C(=O)CN2C(=O)C(=O)N(CCC3=CCCCC3)C2=O)c(C)n1C
assay / entry | 19 | 20 | 21 | 22 | 23 | 24
Yeast superoxide | 85 | 105 | 104 | 92 | 103 | 104
GLD-1 RNA inh | 6 | -1 | 1 | 2 | -2 | 12
Efflux pump mplx | 0.0 | 0.2 | 0.2 | -0.2 | 0.0 | 0.5

[25] Cc1ccc(C(=O)Nc2c(C)n(C)n(-c3ccccc3)c2=O)cc1S(=O)(=O)N1CCCCC1
[26] CCCn1c(SCC(=O)N(C)C2CCS(=O)(=O)C2)nc2sc3c(c2c1=O)CCC3 (stereo not drawn)
[27] O=C1OC[C@@H]2CCCN2C(=O)[C@H](CC(=O)N(CCO)Cc2ccccc2)C/C=C\CC[C@H]1Cc1ccc(F)cc1
[28] COc1cc(/C=C/C(=O)O[C@H]2[C@H](O[C@@H]3O[C@@H](C)[C@H](O)[C@@H](O)[C@H]3O)[C@@H](O)[C@H](OCCc3ccc(O)c(OC)c3)O[C@@H]2CO)ccc1O
[29] COc1ccc(NC(=O)C2CCCCC2)cc1S(=O)(=O)N1CCOCC1
[30] COc1ccccc1N(CC(=O)NC1CCCCC1C)S(=O)(=O)c1cccs1 (stereo not drawn)
assay / entry | 25 | 26 | 27 | 28 | 29 | 30
Yeast superoxide | 97 | 97 | 90 | 94 | 99 | 92
GLD-1 RNA inh | 7 | -1 | 1 | 3 | 1 | 0
Efflux pump mplx | 0.1 | -0.1 | 0.3 | 0.1 | -0.1 | 0.1

[31] CC(=O)Nc1ccc(/C=C(\C#N)S(=O)(=O)c2ccc(C)cc2)cc1
[32] O=C(CCNC(=O)c1ccc(Br)cc1)NNC(=O)COc1ccccc1F
[33] NC(=O)c1cc(Cl)ccc1OCC(=O)NC1CC1
[34] CN(CC(=O)N(C)CC(=O)Nc1c(Cl)cccc1Cl)Cc1ccccc1F
[35] C[C@H](NC(=O)c1ccc(C(C)(C)C)cc1)C(=O)N1CCN(C/C=C/c2ccccc2)CC1
[36] NS(=O)(=O)c1ccc(NC(=O)c2ccc(S(=O)(=O)N3CCCCC3)cc2)cc1
assay / entry | 31 | 32 | 33 | 34 | 35 | 36
Yeast superoxide | 91 | 94 | 128 | 105 | 77 | 102
GLD-1 RNA inh | 1 | 1 | -1 | 6 | 6 | 2
Efflux pump mplx | -0.1 | -0.2 | 0.2 | 0.5 | 0.9* | 0.0

[37] COc1ccccc1CNC(=O)COC(=O)/C=C/c1ccc2c(c1)OCO2
[38] COc1ccc2c(CC(=O)OCc3nc4ccsc4c(=O)[nH]3)coc2c1
[39] Cc1ccc(S(=O)(=O)CCC(=O)OC(C)c2nnc(-c3cccs3)o2)cc1 (stereo not drawn)
[40] COc1ccccc1C(=O)NCCC(=O)NCC1CCCCC1
[41] CCOc1ccccc1NC(=O)COC(=O)C1CCC(=O)N1 (stereo not drawn)
[42] O=C(CN1c2cccc3cccc(c23)S1(=O)=O)N1CCN(c2ccccc2)CC1
assay / entry | 37 | 38 | 39 | 40 | 41 | 42
Yeast superoxide | 106 | 84 | 96 | 104 | 83 | 119
GLD-1 RNA inh | 2 | 2 | 3 | -4 | -2 | 6
Efflux pump mplx | 0.0 | -0.1 | -0.1 | 0.0 | 0.0 | 0.0

[43] O=C(Nc1ccccc1)c1cc([N+](=O)[O-])ccc1N1CCCCC1
[44] O=C(COC(=O)c1cc(S(=O)(=O)N2CCOCC2)ccc1F)Nc1ccc2c(c1)OCO2
[45] O=C(CSc1nnc(C2CC2)n1C1CC1)c1cccs1
[46] O=C(COC(=O)c1ccccc1O)NCCc1c[nH]c2ccccc12
[47] COc1ccc(-n2nnnc2SCC(=O)NC2CCS(=O)(=O)C2)cc1 (stereo not drawn)
[48] COc1ccc(S(=O)(=O)N(C)C[C@@H]2Oc3ccc(NS(=O)(=O)c4cn(C)cn4)cc3C(=O)N([C@@H](C)CO)C[C@@H]2C)cc1
assay / entry | 43 | 44 | 45 | 46 | 47 | 48
Yeast superoxide | 93 | 99 | 88 | 107 | 90 | 117
GLD-1 RNA inh | 0 | -2 | -3 | 3 | 6 | 2
Efflux pump mplx | 0.1 | -0.5 | -0.3 | 0.2 | 0.1 | -0.5

[49] COc1cccc(NC(=O)COC(=O)C2CCCCC2)c1
[50] O=C(COC(=O)CN1C(=O)c2ccccc2C1=O)Nc1ccccc1
[51] Cc1ccc(S(=O)(=O)N2[C@@H](c3ccc4c(c3)OCO4)C(C(=O)O)=C[C@H]2CC2CCCC2)cc1
[52] C[C@H]1CN([C@@H](C)CO)C(=O)Cc2cc(NC(=O)Cc3cn(C)c4ccccc34)ccc2O[C@@H]1CN(C)S(=O)(=O)c1cn(C)cn1
[53] CCCCCCC[C@@H](C/C=C/CCC(=O)N(C)C/C(=C/Cl)C/C(=C\C(=O)N1CC(OC)=CC1=O)OC)OC
[54] O=C(COC(=O)c1ccco1)Nc1ccc(Cl)cn1
assay / entry | 49 | 50 | 51 | 52 | 53 | 54
Yeast superoxide | 87 | 95 | 98 | 96 | 115 | 110
GLD-1 RNA inh | 6 | -1 | 1 | 1 | -1 | -4
Efflux pump mplx | -0.2 | 0.1 | -0.6 | 0.1 | 0.1 | 0.0

[55] O=C(C[C@H]1C/C=C\CC[C@H](Cc2ccc(F)cc2)C(=O)OC[C@@H]2CCCN2C1=O)N[C@H](CO)Cc1ccccc1
[56] COc1ccc(-c2sc3ccccc3c2/C=C/c2ccc(N)cc2)cc1
[57] CC1CCCC(NC(=O)COC(=O)c2cc(=O)[nH]c3ccccc23)C1C (stereo not drawn)
[58] Oc1cc(-c2ccc(N3CCCCC3)nc2)cc2cccnc12
[59] O=C(Nc1ccc(Br)cc1Cl)c1ccc(OCC2CCCO2)cc1 (stereo not drawn)
[60] CC(C)[C@H](NC(=O)c1ccc([N+](=O)[O-])cc1Cl)C(=O)N1CCN(C/C=C/c2ccccc2)CC1
assay / entry | 55 | 56 | 57 | 58 | 59 | 60
Yeast superoxide | 107 | 83 | 109 | 80 | 96 | 107
GLD-1 RNA inh | 4 | 5 | 3 | 5 | 1 | -4
Efflux pump mplx | 0.1 | -0.2 | 0.0 | -0.5 | -0.3 | 0.0

Shown as labelled records: entries from further up.
57. CC1CCCC(NC(=O)COC(=O)c2cc(=O)[nH]c3ccccc23)C1C (stereo not drawn)
  Yeast superoxide = 109
  GLD-1 RNA inh = 3
  Efflux pump mplx = 0.0

58. Oc1cc(-c2ccc(N3CCCCC3)nc2)cc2cccnc12
  Yeast superoxide = 80
  GLD-1 RNA inh = 5
  Efflux pump mplx = -0.5

59. O=C(Nc1ccc(Br)cc1Cl)c1ccc(OCC2CCCO2)cc1 (stereo not drawn)
  Yeast superoxide = 96
  GLD-1 RNA inh = 1
  Efflux pump mplx = -0.3

Next records:
[61] COCCN(CC(=O)Nc1cccc(C)c1C)C(=O)c1oc2ccccc2c1C
[62] CON(C)C(=O)c1ccccc1N(C)C(=O)OC(C)(C)C
[63] COc1cc(/C=C2\SC(=O)NC2=O)ccc1OCC(=O)N1CCOCC1
[64] O=C(NCC(=O)N1CC=C(c2ccccc2)CC1)c1ccc(F)cc1
[65] O=C(CNC(=O)c1ccc(Cl)cc1)OCN1C(=O)c2ccccc2C1=O
[66] CCC[C@@H](CN1CCC[C@H]1CN1C(N)=NC[C@H]1C(C)C)N1C[C@@H](Cc2ccccc2)N(CCCC2CCCC2)C1=N
assay / entry | 61 | 62 | 63 | 64 | 65 | 66
Yeast superoxide | 88 | 94 | 118 | 92 | 74 | 121
GLD-1 RNA inh | -1 | 4 | -4 | 1 | 8 | 0
Efflux pump mplx | -0.1 | 0.1 | 0.3 | 0.1 | 0.0 | 0.0

[67] C=CCC[C@@H](Cc1ccc(F)cc1)C(=O)OC[C@@H](Cc1c[nH]c2ccccc12)NC(=O)[C@@H](CC=C)CC(=O)N[C@H](CO)Cc1ccccc1
[68] COC(=O)C1CCN(C(=O)COC(=O)/C=C/c2ccc(O)c(OC)c2)CC1
[69] CC(Oc1ccc(C#N)cc1)C(=O)N1CC=C(c2ccccc2)CC1 (stereo not drawn)
[70] CC1(C2CC2)NC(=O)N(CC(=O)NCC(=O)Nc2ccc(F)c(F)c2F)C1=O (stereo not drawn)
[71] CCC(=O)NC(c1ccc(C)cc1)c1cc(Cl)c2cccnc2c1O (stereo not drawn)
[72] Cc1ccc(NC(=O)CN2C(=O)NC(C)(CC(C)C)C2=O)cc1F (stereo not drawn)
[73] CC1CCC(NC(=O)CCN2C(=O)C3CC=CCC3C2=O)CC1 (stereo not drawn)
[74] CCNC(=S)NNC(=O)c1ccc(S(=O)(=O)NCc2ccco2)cc1
[75] CCOC(=O)C1=C(C)NC(C)=C(C(=O)OCC)C1C(=O)OCC(=O)N(C)Cc1ccccc1
assay / entry | 67 | 68 | 69 | 70 | 71 | 72 | 73 | 74 | 75
Yeast superoxide | 113 | 91 | 108 | 107 | 140 | 130 | 116 | 93 | 103
GLD-1 RNA inh | 1 | 0 | 4 | 2 | 6 | 4 | 2 | 8 | -6
Efflux pump mplx | 0.7 | -0.2 | -0.4 | 0.0 | 0.3 | 0.2 | 0.1 | 0.2 | -0.1

Only part of the results is shown; the hit share may differ from the screen's.
